Source: PubChem
BLM helicase inh: blocks DNA unwinding by human BLM helicase. Potency, µM (series often up to 56.1 µM), for inactives: top-dose activity change, negative = inhibition, hits mostly inhibitors. recombinant BLM DNA unwinding, fluorescence dequenching. actives 0.2% (n = 350,000);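 also: potency is read from the fitted curve at half-maximal effect; plate controls were vehicle for no effect and no enzyme for full effect; nearly all actives have a fitted effect of over 35% in size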
Anesthetic bind: binds horse apoferritin like a general anesthetic | AID 485281 | actives 0.074% (n = 350,000) | apoferritin/1-aminoanthracene competitive binding, fluorescence | Potency, µM (titrated, usually from 77.5 µM), for the others: at the top dose activity change, negative = displacement, actives largely listed as inhibitors; also: potency is read from the fitted curve at half-maximal effect; % is scaled to controls: 0 for no effect and ±100 for the full control effect; nearly all actives have a fitted effect of over 20% in size
Target sequence (P02791 2-175 limits assumed): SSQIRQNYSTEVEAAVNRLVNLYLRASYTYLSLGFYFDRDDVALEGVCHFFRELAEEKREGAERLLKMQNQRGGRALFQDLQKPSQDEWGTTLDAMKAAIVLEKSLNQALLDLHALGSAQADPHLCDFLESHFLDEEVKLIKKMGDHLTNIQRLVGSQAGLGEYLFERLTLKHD
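Horse-spleen apoferritin (10 uM) was mixed with 50% saturated 1-aminoanthracene in PBS, exposed to compounds for 10 min at room temperature, and read for fluorescence (ex 380 nm, em 535 nm). Competitive displacement was fitted with a four-parameter Hill equation.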
APE1 inh: APE1 (human) endonuclease inhibition. recombinant APE1, TAMRA/BHQ-2 abasic DNA cleavage fluorescence. Potency, µM (top dose mostly 65.8 µM), for inactives: top-dose activity change, negative = inhibition, hits mostly inhibitors. actives 0.35% (n = 350,000);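 also: potency is read from the fitted curve at half-maximal effect; plate controls were vehicle for no effect and reference inhibitor for full effect; nearly all actives have a fitted effect of over 55% in size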
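Measures dequenching upon AP-site incision of a 5'-TAMRA/3'-BHQ-2 THF-containing duplex, 50 nM; human APE1 0.75 nM after 15 min room-temperature exposure to compound; kinetic three-point read at one-minute spacing.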
LDHA inh: blocks human lactate dehydrogenase A; P00338; purified LDHA, NADH/diaphorase-resazurin fluorescence; active compounds read low; activity change, % (values are at about 110 or 230 µM); actives 0.15% (n = 480,000); AID 1347041; in the data active = activity change below about -30%; inconclusive = mostly about -25% to -30%;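 also: plate controls were DMSO wells for no effect and wells without enzyme for full effect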
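Resorufin fluorescence (ex540/em590), read at 0 and 20 min after diaphorase/resazurin addition, reports the NADH left after a 5 min room-temperature reaction of 2 nM human LDH5 with 0.06 mM NADH and 0.2 mM pyruvate.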
Pol iota inh: inhibitors of human DNA polymerase iota; Q9UNA4; Pol iota fluorescent replication assay, 10 min; Potency, µM (highest dose often 115 µM), without a hit: at the top dose activity, negative = inhibition, hits mostly inhibitors; actives 1% (n = 390,000); also: potency is read from the fitted curve at half-maximal effect
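Fluorescent replication assay read twice, at 0 min and 10 min after adding 50 nM (final) substrate. Enzyme (10 nM) and compounds were first incubated 15 min at room temperature; enzyme-free buffer wells were negative controls.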
Pol beta inh: DNA polymerase beta (human) inhibition; Potency, µM (series often up to 114 µM), inactives show at the highest dose activity change, negative = inhibition, hits mostly inhibitors; actives 1.3% (n = 340,000); Pol beta primer extension/strand displacement, fluorescence kinetic; P06746; also: potency is read from the fitted curve at half-maximal effect; % is scaled to controls: 0 for no effect and ±100 for the full control effect
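Enzyme-only controls used 10 nM Pol beta; buffer lacking enzyme served as negative control. Compound preincubated 15 min, then 50 nM substrate added; 0 and 10 min reads at room temperature.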
Glioma ERSR ind: inducers of ER stress response in human glioma cells | actives 0.02% (n = 420,000) | Potency, µM, for the others: at the top dose activation, usual class: activators | U87-MG GRP78 promoter luciferase reporter, 16 h; also: potency is read from the fitted curve at half-maximal effect; series mostly up to about 76 µM; % of control where 0% means no effect; nearly all actives have a fitted effect of over 35% in size
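ERSR induction read as luciferase luminescence (Bright-Glo, 10 min at room temperature) in stably transfected human U87-MG glioma cells exposed to compounds for 16 h, using GRP78 as sensor.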
POLK inh: DNA polymerase kappa (human) inhibition; Q9UBT6; purified Pol kappa, fluorescent DNA synthesis assay, 10 min; Potency, µM (series often up to 107 µM), without a hit: top-dose activity, negative = inhibition, most hits filed as inhibitors; actives 0.53% (n = 400,000); AID 588579; also: potency is read from the fitted curve at half-maximal effect; % is scaled to controls: 0 for no effect and ±100 for the full control effect
Target sequence (Q9UBT6 whole entry, looked up): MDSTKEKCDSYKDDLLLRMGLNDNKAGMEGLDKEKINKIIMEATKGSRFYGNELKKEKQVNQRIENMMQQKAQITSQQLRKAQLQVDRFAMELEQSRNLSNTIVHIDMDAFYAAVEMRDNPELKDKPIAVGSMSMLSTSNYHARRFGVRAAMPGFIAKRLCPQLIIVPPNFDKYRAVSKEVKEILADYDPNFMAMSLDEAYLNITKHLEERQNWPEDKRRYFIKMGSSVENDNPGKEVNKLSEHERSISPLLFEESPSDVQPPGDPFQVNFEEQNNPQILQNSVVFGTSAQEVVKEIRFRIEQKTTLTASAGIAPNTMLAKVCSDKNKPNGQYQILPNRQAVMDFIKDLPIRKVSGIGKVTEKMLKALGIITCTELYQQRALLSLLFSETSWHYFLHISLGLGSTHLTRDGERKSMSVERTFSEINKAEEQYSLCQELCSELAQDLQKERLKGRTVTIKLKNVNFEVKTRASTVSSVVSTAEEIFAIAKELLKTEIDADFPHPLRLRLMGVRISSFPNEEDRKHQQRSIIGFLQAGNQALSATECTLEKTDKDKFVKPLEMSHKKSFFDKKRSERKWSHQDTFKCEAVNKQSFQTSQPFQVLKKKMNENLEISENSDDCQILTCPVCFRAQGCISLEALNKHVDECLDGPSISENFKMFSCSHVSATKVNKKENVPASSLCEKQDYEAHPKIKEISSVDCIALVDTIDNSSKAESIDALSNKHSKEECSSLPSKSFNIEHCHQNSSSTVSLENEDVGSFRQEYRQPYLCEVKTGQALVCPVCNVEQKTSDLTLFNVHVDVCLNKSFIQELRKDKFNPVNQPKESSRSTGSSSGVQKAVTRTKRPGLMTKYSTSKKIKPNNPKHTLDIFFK
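50 nM final substrate added after 15 min RT preincubation of 10 nM Pol kappa with compound; fluorescence read at 0 and 10 min.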
POLH inh: blocks human DNA polymerase eta activity; recombinant Pol eta, fluorescent DNA replication assay; Potency, µM (doses to about 114 µM), without a hit: at the top dose activity change, negative = inhibition, actives largely listed as inhibitors; actives 1.2% (n = 390,000); AID 588591; also: potency is read from the fitted curve at half-maximal effect; % is scaled to controls: 0 for no effect and ±100 for the full control effect
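Fluorescent replication assay: 50 nM final substrate added after a 15 min room-temperature compound preincubation with 10 nM enzyme. Signal taken at 0 min and again at 10 min.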
Numbers without * were called inactive; ? = inconclusive; . = not tested or not shown; & = joins results of further samples; [ ] = remark or other dose. Unless noted, calls follow the shape of the dose curve; as a rule, active = well fitted curve in the direction sought with a large enough effect; inconclusive = small, poorly fitted or top-dose-only effect, or another doubt; inactive = no such curve, though single readings can be large; an effect the other way counts as inactive or inconclusive. Only part of the results is shown; count on the stated rates, not on these rows.

SMILES	BLM helicase inh	Anesthetic bind	APE1 inh	LDHA inh	Pol iota inh	Pol beta inh	Glioma ERSR ind	POLK inh	POLH inh
CC/C(C)=C1\SC(N2CCN(c3cccc(C(F)(F)F)c3)CC2)=NC1=O	-3%	-21%	-2%	0	57%	7%	-1%	-11%	-11%
Cc1ccc(NC(=O)CCC(=O)N2Cc3ccccc3Oc3ncccc32)cc1	2%	-10%	.	2	7%	71%	-5%	2%	-9%
CCc1ccc(N2CC(C(=O)Nc3cc(C)ccc3F)CC2=O)cc1 (stereo unspecified)	-4%	-12%	1%	-8	4%	-2%	-3%	-7%	-1%
COc1ccc(-c2onc(C)c2C)cc1S(=O)(=O)NCc1ccc(C)o1	1%	-10%	.	-12	15%	11%	-4%	16%	-14%
COc1ccc(Nc2cc(C)nc(NCc3ccccc3)n2)cc1	-12%	?	-11%	4&-6	58%[activator]	-1%	2%	-15%	-27%
CC(C)CN1CCN(CC#Cc2ccccc2)CC1CCO (stereo unspecified)	-4%	-8%	0%	-11	27%	14%	-1%	-7%	-19%
CC1CCCC(C)N1/N=C/c1ccccc1F (stereo unspecified)	-2%	-5%	27%	-22	-12%	-4%	-2%	-2%	-7%
COc1cc(-c2[nH]ncc2CN(C)Cc2cc(C)[nH]n2)cc(OC)c1OC	-6%	-9%	-1%	-1	28%	-5%	-1%	5%	-15%
CCc1ccc(S(=O)(=O)c2nnn3c2nc(NCCC(C)C)c2cc(Cl)ccc23)cc1	-1%	0%	.	-11	8%	14%	-2%	-3%	-14%
O=C(O)c1ccc2c(c1)OCCO2	1%	-7%	0%	-12	5%	15%	-4%	-4%	-4%
Cc1ccc(S(=O)(=O)N2CCN(S(=O)(=O)c3ccccc3Br)C2=O)cc1	.	.	-14%	5	0%	.	-2%	10%	-9%
Cc1c(NC(=O)C(C)Sc2nc3ccccc3c(=O)n2CCO)c(=O)n(-c2ccccc2)n1C (stereo unspecified)	-2%	-9%	-2%	-1	17%	?	-5%	-14%	-11%
Cc1ccc(S(=O)(=O)N2CCN(C(=O)Cn3nc(C)c([N+](=O)[O-])c3C)CC2)c(C)c1	-2%	-21%	31%	2	4%	1%	-4%	-11%	-12%
COC(=O)c1cn(NC(=O)c2cccc(OC)c2)c(=O)c2ccccc12	-3%	-14%	-3%	-1	-1%	-3%	-3%	6%	-6%
COc1ccc(CN2C(=O)C(NC(=O)c3ccc(C)cc3)(C(F)(F)F)N=C2c2ccccc2)cc1 (stereo unspecified)	-13%	0%	.	-1	-22%	-30%	-3%	0%	-12%
c1cnc2ncc3sccc3c2c1	6%	9%	10%	-2	22%	10%	-4%	-3%	-21%
COc1ccc(OC)c(-c2csc(NC(=O)C3c4ccccc4Oc4ccccc43)n2)c1	-2%	6%	11%	-3	-19%	3%	0%	-23%	-6%
O=C(COC(=O)COc1ccc(Cl)cc1)Nc1ncc(Br)s1	.	.	34%[activator]	3	23%	.	-2%	3%	-12%
COc1cccc(-c2ccc(=O)n(CC(=O)Nc3cc4c(cc3NC(C)=O)OCCO4)n2)c1	0%	-19%	-2%	-3	-4%	-27%	-3%	-4%	-2%
C=CCN(C(=O)Nc1ccc(F)cc1)C1CC(=O)N(c2ccc(OC)cc2)C1=O (stereo unspecified)	-1%	3%	-1%	-1	-5%[58.9 µM]	8%	2%	-4%	-10%
CCC(=O)N1c2ccccc2-c2nnc(SC)nc2OC1c1ccc(N(C)C)cc1 (stereo unspecified)	1%	-7%	0%	4	19%	?	3%	-3%	-1%
N#CC1=C(N)OC2=C(CC/C2=C\c2ccccc2Cl)C1c1ccccc1Cl (stereo unspecified)	-5%	-10%	-6%	-3	?	-7%	-4%	-10%	-26%
O=C(Nc1ccc(F)cc1)C1CCN(c2nnnn2-c2ccccc2)CC1	-5%	-16%	15%	-5	27%	22%	-7%	-1%	-22%
COc1ccc(CC(=O)Nc2nnc(CC(C)C)s2)cc1S(=O)(=O)N1CCOCC1	.	.	16%	-3	22%	.	-6%	-11%	-7%
COc1ccc(C(=O)OCCN2C(=O)c3ccccc3C2=O)cc1	-1%	?	0%	-1	4%	9%	1%	0%	-12%
SMILES	BLM helicase inh	Anesthetic bind	APE1 inh	LDHA inh	Pol iota inh	Pol beta inh	Glioma ERSR ind	POLK inh	POLH inh
C=CCNC(=O)c1ccc([N+](=O)[O-])c(Cl)c1	-14%	-4%	23%	-1	46%[activator]	10%	-1%	-4%	-6%
CC(C)C(=O)N1CCN(c2ccc(NC(=O)c3cccs3)cc2Cl)CC1	-3%	?	1%	-1	13%	-15%	-2%	-1%	-10%
Cc1ccc(CNCC(O)(c2ccccc2)c2ccc(Cl)cc2)cc1 (stereo unspecified)	-9%	15%	-2%	8	26%	-1%	-2%	5%	-15%
CCSC1=N/C(=C/c2ccsc2)C(=O)N1c1ccccc1	-6%	-18%	2%	-9	19%	5%	2%	0%	-21%
CCSc1ncc(Cl)c(C(=O)Nc2sc3c(c2C(=O)NCc2cccnc2)CCCC3)n1	-3%	-10%	-3%	-6	-14%	21%	-3%	-8%	5%
CCCCc1c(C)nc2c(-c3ccc(OC)cc3)c(C)[nH]n2c1=O	-7%	5%	.	1	-18%	21%	.	0%	3%
COCCN(Cc1cccs1)S(=O)(=O)c1cc(-c2cc(C)no2)ccc1C	-11%	90%[activator]	.	-2	-19%	11%	-2%	-3%	-17%
CCC(C)c1ccc(C(C)NC(=S)NC2CCCCC2)cc1 (stereo unspecified)	-6%	2%	0%	-2	18%	6%	-3%	-9%	-7%
CC1Sc2ccc(S(=O)(=O)N3CCC(C(=O)NCc4ccccc4)CC3)cc2NC1=O (stereo unspecified)	-1%	-9%	-8%	-2	60%[activator]	-2%	-5%	-14%	-15%
O=C1c2cccc3c([N+](=O)[O-])c(O)cc(c23)C(=O)N1Nc1ccccc1	-2%	-12%	1%	4	15%	-4%	?	-8%	-13%
Fc1ccc(-c2ccnc3nc(N4CCN(c5ccccc5)CC4)nn23)cc1	-5%	-21%	6%	0	13%	9%	1%	-11%	-2%
Cc1nc2ccccc2n1CCc1nc2c3ccccc3nc(SCC(=O)Nc3ccc(C(C)C)cc3)n2n1	-9%	-8%	.	-3	?	0%	-2%	-4%[60.1 µM]	-23%
O=C1CCCC/C=C\C[C@H](CC(=O)N(CCO)Cc2ccccc2)C(=O)NCCO1	.	.	-6%	-8	10%	.	-3%	3%	-13%
CC1(C2CC2)NC(=O)NC1=O (stereo unspecified)	-3%	-9%	1%	2	-19%	38%	-1%	2%	-10%
CC1(C)C2CCC1(C)C(NC(=O)COC(=O)c1ccc(S(C)(=O)=O)c([N+](=O)[O-])c1)C2 (stereo unspecified)	.	.	.	-3	?	.	-12%	-9%	.
Cc1cc(NC(=O)CCCn2nc(C)c([N+](=O)[O-])c2C)no1	-1%	-3%	-4%	-3	22%	-16%	-2%	-12%	-4%
O=c1c2ccccc2c(C=Nc2cccc(S(=O)(=O)NCc3ccco3)c2)c(O)n1-c1ccc(Cl)cn1	-2%	43%[activator]	-1%	-6	10%	-3%[57.1 µM]	-5%	-7%	-12%
Cc1cc(C)cc(-n2c(C)nc3cc(C(=O)O)ccc32)c1	-1%&-1%	0%&0%	?	-7&-6	-28%&6%	-14%&17%	0%	-4%&-3%	0%
O=C(Cn1cc(SCc2ccccc2F)c2ccccc21)N1CCCC1	0%	10%	.	5	4%	-14%	1%	-11%	-19%
COc1cccc(CNC(=O)C2Cc3ccccc3CN2C(C)=O)c1 (stereo unspecified)	-6%	-8%	55%	2	118%[activator]	0%	2%	-3%	-8%
CCCCCC(=O)NC(NC(=S)NC1CCS(=O)(=O)C1)C(Cl)(Cl)Cl (stereo unspecified)	1%	10%	-4%	-6	6%	12%	-4%	-2%	-1%
CC(NC(=O)c1ccc(CSc2nc3ccncc3n2Cc2ccc(F)cc2)cc1)c1ccccc1 (stereo unspecified)	-5%	-4%	.	0	-2%	3%	-2%	-9%	-8%
O=S(=O)(Oc1ccc(Cl)cc1)c1ccccc1	-5%	-9%	11%	.	.	.	7%	-7%[12 µM]	.
CCn1c(CNC(=O)c2ccc(OC)cc2)nnc1SCC(=O)Nc1ccc(C)cc1	-1%	-18%	.	-4	17%	1%	-1%	-11%	-18%
COc1cc(-c2noc(CCCC(=O)NCc3ccco3)n2)cc(OC)c1OC	2%	-10%	3%	-4	2%	-8%	0%	-8%	-1%
C=CC[n+]1c(/C=C2\C=Cc3cc(C)ccc3N2CC)ccc2ccccc21	-4%	?	-2%	-13	?	32µM*	-4%	?	?
Cc1cccc(OCC(=O)N(Cc2ccco2)C2CCS(=O)(=O)C2)c1 (stereo unspecified)	2%	-7%	29%	1	24%	9%	-2%	2%	-7%
CCc1cc2c(cc3c(=O)n(CC(=O)NCCCN4CC(C)CC(C)C4)ncn32)s1 (stereo unspecified)	-1%	-12%	2%	-2	-6%	8%	-5%	-17%	-2%
O=C(Oc1coc(CSc2nnc(NC(=O)C3CC3)s2)cc1=O)c1ccccc1	-18%	-12%	2%	-4	?	?	-3%	-20%	?
CC1CN(C(=O)c2cc3cc(Br)ccc3[nH]2)CC(C)O1 (stereo unspecified)	-5%	-2%	16%	-5	133%[activator]	?	-1%	-13%	-14%

Only Glioma ERSR ind, for five of the compounds above:
structure	Glioma ERSR ind
CCCCCC(=O)NC(NC(=S)NC1CCS(=O)(=O)C1)C(Cl)(Cl)Cl (stereo unspecified)	-4%
CC(NC(=O)c1ccc(CSc2nc3ccncc3n2Cc2ccc(F)cc2)cc1)c1ccccc1 (stereo unspecified)	-2%
O=S(=O)(Oc1ccc(Cl)cc1)c1ccccc1	7%
CCn1c(CNC(=O)c2ccc(OC)cc2)nnc1SCC(=O)Nc1ccc(C)cc1	-1%
COc1cc(-c2noc(CCCC(=O)NCc3ccco3)n2)cc(OC)c1OC	0%
